Compound activity from PubChem.
Wnt act: Wnt/beta-catenin pathway activators, primary screen, cell-based, plate reader, single point. Wnt/beta-catenin reporter cell assay, activator. activation, % at 9.35 µM. hit rate 1.2% among 300,000. AID 743398, 2014; in the data active = activation above about 30%, passing the limit was not always enough;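 note: 0% = neutral control wells and 100% = positive control wells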
An asterisk follows results filed as active. Not all compounds are listed; count on the stated rates, not on these rows.

SMILES	Wnt act
CCOC(=O)C1=C(C)N=c2sc(=Cc3cc(Cl)c(OCC(=O)O)c(OC)c3)c(=O)n2C1c1ccccc1Cl (configuration not stated)	-2
CCC/C=C(\CCC)C(NS(=O)(=O)c1cccc2cccnc12)c1ccc(C(=O)OC)cc1 (configuration not stated)	-2
COc1ccc(C(=O)C(=O)N2CCN(C(=O)c3ccccc3C(F)(F)F)CC2)cc1OC	-4
C=CCCC(=O)N1C[C@H]2CON(C)[C@H]2C[C@H]1c1ccc(N2CCCCC2)cc1	-3
COC(=O)C1=C(C)N(C)C(=NCC2CC2)NC1CCc1ccccc1 (configuration not stated)	-1
CC(C)(C)C1CCSC2=NCCC[C@]2(c2ccccc2)C1 (some centres not stated)	-3
COC(=O)[C@@]12C[C@@H](CC(=O)NCc3cccs3)C(=O)N(CCc3ccc(OC)c(OC)c3)C1=CCC(C)(C)C2	-3
COc1ccc(C(O)c2ncc(-c3ccc4ccccc4c3)[nH]2)cc1F (configuration not stated)	-1
Cc1ccc(Cn2cc(CN3CC(N4CCN(CCN(C)C)CC4)CS3(=O)=O)nn2)cc1 (configuration not stated)	-4
CC(C(=O)NC1CCCC1)n1c(C2CCCC2)nc2ccccc21 (configuration not stated)	-1
CC(O)(c1cccnc1)c1nc(-c2cccc(C#N)c2)cs1 (configuration not stated)	2
CCNC(=O)N1CCN(c2ccc(N3CCN(C(=O)NCC)[C@H](C)C3)c(C)c2)[C@@H](C)C1	-2
CCNC(=O)C1(C)CCCN(Cc2ccc(-n3ccnc3)cc2)C1 (configuration not stated)	-2
CCn1cc(CCC(=O)Nc2ccc(Oc3cccnc3)cc2)c2ccccc21	12
CCS(=O)(=O)Nc1cccc(-c2ccc3nnc(C)n3n2)c1	1
CC(=O)Nc1cccc(-c2ccnc3c2CC(C(=O)NCc2ccco2)O3)c1 (configuration not stated)	-3
OC(c1ccc(F)cc1)c1nc(-c2cnc3ccccc3c2)cs1 (configuration not stated)	23
CN(Cc1ccccc1)C(=O)c1ccc2sc([C@@H]3O[C@H](CO)[C@H](O)[C@H](O)[C@H]3O)nc2c1	-2
CN[C@@H](CO)C(=O)NC[C@H]1O[C@@H](n2cnc3c(=O)[nH]c(N)nc32)[C@H](O)[C@@H]1O	-1
O=C(NC1CCCCC1)C(c1ccnc2ccccc12)n1c(=O)c(-c2ccccc2)nc2ccccc21 (configuration not stated)	-3
CC(C)C[C@@H](CN1CCC[C@H]1CN1C(=O)C(=O)NC[C@@H]1Cc1ccccc1)N1C[C@H](Cc2ccccc2)N(CC2CCCCC2)C(=O)C1=O	-2
Cc1cc2c(cc1C)-n1nnnc1C(N(C)CCc1ccccc1)C(=O)N2 (configuration not stated)	-2
CCOC(=O)C1CCCN(C(=O)c2ccc(-c3ccccc3)cc2)CC1 (configuration not stated)	-2
COc1c(C)cc(C(O)c2ncc(-c3ccccc3C(F)(F)F)[nH]2)cc1C (configuration not stated)	-1
CCc1nc2c(OCc3ccc(F)c(F)c3)cccn2c1N(C)C(=O)c1ccco1	-3

Next part.
SMILES	Wnt act
CCOC(=O)[C@]12CCCC=C1N(Cc1ccc3c(c1)OCO3)C(=O)[C@H](CC(=O)NCc1cccc(C(F)(F)F)c1)C2	-3
FC(F)(F)c1ccc(-c2nc3ccccc3s2)cc1	0
CCOC(=O)C1=CCC(c2cccn2C(=O)OC(C)(C)C)N(S(=O)(=O)c2ccc(C)cc2)C1 (configuration not stated)	-2
CC(=O)OCC(C)n1[nH]c2ccccc2c1=O (configuration not stated)	2
CCc1nc2c(OCc3cc(Cl)cc(Cl)c3)cccn2c1N(C=O)Cc1ccccc1	-3
CCOC(=O)[C@]12CCCC=C1N(CCC1=CCCCC1)C(=O)[C@H](CC(=O)N1CCOCC1)C2	-2
Cc1cccc(OCCCN2CCC(C(O)(c3ccccc3)c3ccccc3)CC2)c1	-5
CC1(C(=O)Nc2ccc3nc[nH]c3c2)CCN1C(=O)C/C=C/c1ccccc1 (configuration not stated)	2
COC(=O)C1=CN(c2ccc(Oc3ccccc3)cc2)C(N)=C(C#N)C1c1cccc(OC)c1OC (configuration not stated)	-3
COC(=O)CCCn1cc(CN2CC(N3CCN(CCN(C)C)CC3)CS2(=O)=O)nn1 (configuration not stated)	0
COCCNC(=O)c1cccc2c(-c3ccnn3C)coc12	-1
CC(C)C(C(=O)NC1CCCC1)N1CCN(c2ncccc2C#N)CC1 (configuration not stated)	-1
Cc1cc(Br)cn2c(Cc3ccccc3)c(-c3ccccc3)nc12	-1
COC(=O)c1cc2c(c3c4cc(OC)ccc4n(C(=O)c4ccccc4)c13)C(=O)N(Cc1ccco1)C2	-1
Cc1ccc2nc(CN(C)C(=O)[C@H]3O[C@@H](n4ccc(N)nc4=O)[C@H](O)[C@@H]3O)[nH]c2c1	-3
COc1cccc(C(O)c2ncc(-c3ccccc3)[nH]2)c1 (configuration not stated)	22
CC(C)[C@H](NC(=O)OCc1ccccc1)C(=O)OCC(=O)NCc1ccco1	-4
O=C(C(=O)N1CCC(CNC(=O)c2sc3ccccc3c2Cl)CC1)c1cccs1	-5
COc1ccc(NC(=O)C2(C)CCN2Cc2ccccc2OC(F)F)cc1OC (configuration not stated)	-3
CC(=O)Nc1cccc(-c2ccnc3c2CC(C)(C(=O)Nc2cccc(C(C)=O)c2)O3)c1 (configuration not stated)	-3
CC(C)(C)OC(=O)Nc1ccccc1-n1nnnc1C(C(=O)c1ccc(F)cc1)N1CCN(c2ccccn2)CC1 (configuration not stated)	-3
CCCC[C@@H]1CNC(=O)C(=O)N1CCc1cccc(F)c1	0
CC(CC(=O)Nc1ccc2c(c1)c(=O)n(C)n2-c1ccccc1F)c1ccccc1 (configuration not stated)	-1
O=C(Nc1cccc(S(=O)(=O)N2CCCC2)c1)[C@@H]1O[C@H](CO)[C@@H](O)[C@H]1O	-5
COCCCNC(=O)C[C@@H]1C[C@@]2(C(=O)OC)CCCCC=C2N(Cc2ccco2)C1=O	7

4 entries from above, in CSV form:
Compound,Wnt act
CC(=O)OCC(C)n1[nH]c2ccccc2c1=O (configuration not stated),2
CCc1nc2c(OCc3cc(Cl)cc(Cl)c3)cccn2c1N(C=O)Cc1ccccc1,-3
CCOC(=O)[C@]12CCCC=C1N(CCC1=CCCCC1)C(=O)[C@H](CC(=O)N1CCOCC1)C2,-2
Cc1cccc(OCCCN2CCC(C(O)(c3ccccc3)c3ccccc3)CC2)c1,-5

Remaining list, next part:
SMILES	Wnt act
Cc1cc(Nc2cc(C(F)(F)F)cc(C(F)(F)F)c2)cc(=O)n1-c1cc(C(F)(F)F)cc(C(F)(F)F)c1	1
COc1ccccc1-c1ncn(Cc2cccc(-c3ccccc3)c2)c1CC(C)C	-8
COc1ccc(N2C(=O)c3[nH]nc(-c4ccccc4)c3C2c2ccc(F)cc2)cc1 (configuration not stated)	-4
N#CCC(=O)N/N=C/c1cc(-c2ccccc2)n(-c2ccc(Cl)cc2)c1-c1ccccc1	-4
COCCNC(=O)C1(C)CCCN(Cc2ccc(Oc3ccccc3)cc2)C1 (configuration not stated)	-2
COc1ccc(N2C[C@@]3(O)CC[C@@H](O)[C@@H](OC)[C@@H]3[C@@]2(C)[C@H](O)CC=C(C)C)cc1	2
Cc1cccc(S(=O)(=O)NC(=O)C2(C)CCN2C(=O)c2ccc(C3CCCCC3)cc2)c1 (configuration not stated)	-3
CN(CCc1ccccc1)c1cc2c(c3c1ccn3C)C1CCC2O1 (configuration not stated)	-1
CCCCOc1ccc(S(=O)(=O)NC(=O)C2(C)CCN2C(=O)Cc2ccccc2Cl)cc1 (configuration not stated)	0
CCCCNC(=O)C[C@@H]1C[C@@]2(C(=O)OC)CCCCC=C2N(Cc2cccc3ccccc23)C1=O	4
CN(N=Cc1ccc(N(C)C)cc1)C(=O)c1ccccc1N	15
COC(=O)[C@@]1(Cc2ccc(F)cc2)[C@H]2c3cc(C(=O)N(C)C)n(Cc4cc(F)cc5c4OCOC5)c3C[C@H]2CN1C(=O)c1ccccc1	-2
CC(=O)Nc1cc(-c2cccc(C(=O)N(C)C)c2)cn2c(-c3cccc(C(F)(F)F)c3)cnc12	-1
COc1cccc(Cn2c3ccc(NC(=O)Cc4ccccc4C)cc3c(=O)n2C)c1	1
O=S1(=O)N[C@@H](Cc2ccccc2)COc2cccc(N3CCC[C@@H]3CO)c21	-5
CC1(C)CC(=O)C=C(c2ccccc2F)C1=O	-3
CC(C)(C)n1nnnc1C(c1cc2ccccc2o1)N1CCOCC1 (configuration not stated)	-1
COc1ccc(C(=O)N2CCCC(c3cc(C(=O)Nc4ccccc4)no3)C2)cc1 (configuration not stated)	1
CCOC(=O)c1ccccc1NC(=O)c1c(N)n(C)c(=O)[nH]c1=O	1
Cc1ccc(CN2CC(N3CCN(CCO)CC3)CS2(=O)=O)cc1 (configuration not stated)	-1
O=S1(=O)CC(N2CCCCC2)CN1Cc1ccc(F)cc1 (configuration not stated)	-3
O=c1c(-c2cccs2)nc2ccccc2n1C(CCc1ccccc1)c1nc2ccccc2[nH]1 (configuration not stated)	-3
CC(C)[C@H](NC(=O)C1CCCC1)C(=O)N1CCC[C@H]1C(=O)NCc1ccccc1	-2
CCOC(=O)C1(C)CCN1C(=O)c1cccnc1Oc1ccccc1 (configuration not stated)	-2
CCCS(=O)(=O)NC(=O)C1(C)CCCN(C(=O)c2ccc3ccccc3n2)C1 (configuration not stated)	-1

Following part.
SMILES	Wnt act
COc1ccc(Sc2ccc(NC(=O)c3cccc(Cl)c3)cc2C#N)cc1	-1
NC(=O)c1c(N)[nH]c(C(=O)c2ccccc2)c1-c1ccccc1Cl	1
COC1=C(OC)C(=O)C(CCCCCCCCCCO)=C(C)C1=O	-15
COC(=O)[C@@]12C[C@@H](CC(=O)N3CCSCC3)C(=O)N(Cc3ccc4c(c3)OCO4)C1=CCC(C)(C)C2	-3
COC(=O)[C@]12CCCCC=C1N(Cc1ccco1)C(=O)[C@H](CC(=O)NCc1cccs1)C2	-5
CC1(c2nnnn2-c2ccc3c(c2)OCCO3)CCC(=O)N1CCCn1ccnc1 (configuration not stated)	-1
COc1ccc2nc(-c3ccc(CN4CCC(c5nc6ccccc6[nH]5)CC4)cc3)c(-c3ccccc3)nc2c1	-6
CCOC(=O)[C@]12CCCC=C1N(Cc1ccc3c(c1)OCO3)C(=O)[C@H](CC(=O)N1CCCC1)C2	5
COc1ccc(OCCN2CCC(C(=O)NC(c3ccc(C)cc3)c3ccccn3)CC2)cc1 (configuration not stated)	-2
CC(c1nc2ccccc2[nH]1)N(C(=O)Cc1csc2ccccc12)c1cccnc1 (configuration not stated)	-2
Cn1ccc2c(/C=C/c3ccc(F)cc3)cc3c(c21)C1CCC3O1 (configuration not stated)	-3
NC(Cc1ccc(Cl)cc1)c1csc(Nc2cc(NCCCO)ncn2)n1 (configuration not stated)	-2
NCc1csc(NC(=O)Nc2cccc(C(F)(F)F)c2)n1	-1
Cn1c(Oc2ccncc2)nc2cc(-c3ccsc3)sc2c1=O	-3
CC(C)(C)c1ccc(C(=O)N2CCC(=O)N([C@H](COCc3ccccc3)Cc3ccccc3)CC2)cc1	-1
COc1cccc(NC(=O)c2ccc3nc(C)c(N(C)Cc4ccc(NC(C)=O)cc4)n3c2)c1	2
C/C(=N\Nc1ccc(S(=O)(=O)Nc2ccccc2)cc1[N+](=O)[O-])c1ccncc1	0
COc1cccc(-c2oc3c(c2C(=O)OCCN(C)C)C(O)CCC3)c1 (configuration not stated)	0
O=C(Cn1nnc(-c2ccccc2)c1COc1ccc2ccccc2c1)NCC1CC1	0
CCOc1ccc2ncc(S(=O)(=O)c3ccccc3)c(N3CCC4(CC3)OCCO4)c2c1	-7
CN(C)CCNC(=O)c1cccc(-c2cc(NC=O)c3ncc(-c4cccc(C(F)(F)F)c4)n3c2)c1	-21
CC(C)NC(=O)C1(C)CCN1C(=O)C(c1ccccc1)c1ccccc1 (configuration not stated)	-1
CCCCn1nnnc1C(c1cccc2ccccc12)N1CCN(C/C=C/c2ccccc2)CC1 (configuration not stated)	-2
CC(C)(C(=O)N1CCC1(C)C(=O)NS(=O)(=O)c1ccc(Cl)s1)c1ccccc1 (configuration not stated)	0
O=C(NCc1ccc2c(c1)OCO2)OCc1ccccc1	2

Remaining list, next part:
SMILES	Wnt act
Cc1cc(NC(=O)CS(=O)(=O)c2cn(Cc3cccc(Br)c3)c3ccccc23)no1	-1
O=C(NCc1ccccc1Cl)[C@H]1CCCN1C(=O)[C@H]1CCCN1C(=O)c1ccc(Cl)cc1	-2
CCc1nc2ccc(C(=O)NCc3ccc(OC)cc3)cn2c1N(CC)Cc1cccc(Br)c1	-3
CN1CCN(C(=O)c2cc3c(c(-c4cccc(-c5cc6ccccc6o5)c4)n2)[C@H](CCO)N(S(=O)C(C)(C)C)C3)CC1 (some centres not stated)	1
CC(C)Cc1ccc(-c2cc3nc(NCC4CC4)ccn3n2)cc1	-1
Clc1ccc(Cn2ncc3c(N4CCN(c5ccccc5)CC4)ncnc32)cc1	-2

Among those listed so far, eleven have a Cl atom:
SMILES	Wnt act
CCOC(=O)C1=C(C)N=c2sc(=Cc3cc(Cl)c(OCC(=O)O)c(OC)c3)c(=O)n2C1c1ccccc1Cl (configuration not stated)	-2
CCc1nc2c(OCc3cc(Cl)cc(Cl)c3)cccn2c1N(C=O)Cc1ccccc1	-3
O=C(C(=O)N1CCC(CNC(=O)c2sc3ccccc3c2Cl)CC1)c1cccs1	-5
N#CCC(=O)N/N=C/c1cc(-c2ccccc2)n(-c2ccc(Cl)cc2)c1-c1ccccc1	-4
CCCCOc1ccc(S(=O)(=O)NC(=O)C2(C)CCN2C(=O)Cc2ccccc2Cl)cc1 (configuration not stated)	0
COc1ccc(Sc2ccc(NC(=O)c3cccc(Cl)c3)cc2C#N)cc1	-1
NC(=O)c1c(N)[nH]c(C(=O)c2ccccc2)c1-c1ccccc1Cl	1
NC(Cc1ccc(Cl)cc1)c1csc(Nc2cc(NCCCO)ncn2)n1 (configuration not stated)	-2
CC(C)(C(=O)N1CCC1(C)C(=O)NS(=O)(=O)c1ccc(Cl)s1)c1ccccc1 (configuration not stated)	0
O=C(NCc1ccccc1Cl)[C@H]1CCCN1C(=O)[C@H]1CCCN1C(=O)c1ccc(Cl)cc1	-2
Clc1ccc(Cn2ncc3c(N4CCN(c5ccccc5)CC4)ncnc32)cc1	-2
